TNAP act hiacc: TNAP activators at high phosphate acceptor level, primary screen, biochemical, luminescence, uHTS; purified TNAP, CDP-star luminescence, 1 M DEA, 30 min; hits give high values; 0 = EDTA background, 1 = DMSO-only activity; activation factor at 20 µM; 200,000 tested, under 10 active; AID 1136, 2008;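 active = activation factor at least 2 at 20 µM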
Target sequence (P05186 whole entry, looked up): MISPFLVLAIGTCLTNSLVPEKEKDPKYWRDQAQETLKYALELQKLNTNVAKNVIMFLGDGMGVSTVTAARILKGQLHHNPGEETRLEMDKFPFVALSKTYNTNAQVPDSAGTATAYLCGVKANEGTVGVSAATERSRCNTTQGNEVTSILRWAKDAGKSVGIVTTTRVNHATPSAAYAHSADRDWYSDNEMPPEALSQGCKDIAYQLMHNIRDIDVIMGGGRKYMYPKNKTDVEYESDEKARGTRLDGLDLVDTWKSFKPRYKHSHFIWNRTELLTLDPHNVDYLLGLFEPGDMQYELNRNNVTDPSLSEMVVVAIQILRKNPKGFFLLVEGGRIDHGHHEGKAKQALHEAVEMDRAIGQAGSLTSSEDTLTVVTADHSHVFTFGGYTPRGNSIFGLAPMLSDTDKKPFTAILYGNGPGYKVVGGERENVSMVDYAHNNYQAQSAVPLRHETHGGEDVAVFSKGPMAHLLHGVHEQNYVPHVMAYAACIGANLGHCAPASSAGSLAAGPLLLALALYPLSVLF
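Measured by: Luminescent substrate turnover signal | Test system: Human TNAP | Input: TNAP 1/800 final | Dosing: 20 µM single point | Schedule: 30 min, room temperature | Controls: EDTA wells as negative control, DMSO wells as positive control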
PMI act hi M6P: human PMI activators, high substrate, primary screen, biochemical, fluorescence intensity, near-saturating mannose 6-phosphate. Mannose-6-phosphate isomerase (Homo sapiens), P34949. coupled PMI enzyme assay, resazurin fluorescence, 20 min; hits give high values; 1 = untreated enzyme, 0 = substrate-free blank. activation factor at 20 µM. 190,000 tested, 0.34% active;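 active = activation factor of 2 or more at 20 µM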
Target sequence (P34949 whole entry, looked up): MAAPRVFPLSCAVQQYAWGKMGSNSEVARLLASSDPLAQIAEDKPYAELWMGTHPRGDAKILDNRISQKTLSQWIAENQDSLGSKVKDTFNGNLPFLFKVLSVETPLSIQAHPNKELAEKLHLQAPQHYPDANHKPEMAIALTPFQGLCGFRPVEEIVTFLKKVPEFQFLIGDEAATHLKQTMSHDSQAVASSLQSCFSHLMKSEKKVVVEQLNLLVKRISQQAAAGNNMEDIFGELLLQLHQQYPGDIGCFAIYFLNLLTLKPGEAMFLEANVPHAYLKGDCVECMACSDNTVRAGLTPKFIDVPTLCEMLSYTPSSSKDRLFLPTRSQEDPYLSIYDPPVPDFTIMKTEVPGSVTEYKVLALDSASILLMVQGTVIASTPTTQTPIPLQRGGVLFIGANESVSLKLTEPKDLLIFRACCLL
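Material: human phosphomannose isomerase with PGI, G6PDH, diaphorase coupling enzymes; amount: PMI at 15 ng/mL final; also added: Mannose-6-phosphate 1.0 mM (near-saturating) plus 0.22 mM NADP+; incubation: enzyme reaction with compound 20 min at room temperature; signal: resorufin fluorescence (Ex 544/Em 590 nm) from resazurin via diaphorase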
Diaph act CS: compounds boosting diaphorase resazurin reduction – biochemical, uHTS, resorufin fluorescence, counter-screen for diaphorase-coupled primary assays, primary screen. Diaphorase/resazurin coupled assay, 16 min; hits give high values; 1 = vehicle wells, 0 = NADH-free wells. activation factor at 20 µM. 190,000 tested, 0.005% active. AID 1229, 2008;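 active = diaphorase activity raised at least twofold by the compound at 20 µM; inactive = activation factor below 2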
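Material: Clostridium kluyveri diaphorase, purified enzyme; Quantity: enzyme 0.07 U/mL final; Medium: HEPES pH 7.4 buffer with MgCl2 and Tween 20; Dosing: single compound dose of 20 µM, 1% DMSO final; Schedule: 16 min reaction at room temperature; Measured by: red resorufin fluorescence at 544/590 nm excitation/emission.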
Lmaj promast: Leishmania major promastigote growth inhibition, primary screen; Leishmania major promastigotes, resazurin fluorescence viability; inhibition, % at 10 µM; 200,000 tested, 9% active; in the data active = inhibition above about 50%;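 also: promastigotes grown with compound for 44 hours at 28 °C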
bIAP inh: bovine intestinal alkaline phosphatase inhibitors, primary screen, selectivity assay for TNAP inhibitor project, biochemical, bovine IAP, CDP-star luminescence | inhibition, % at 20 µM | purified bovine IAP, 30 min | alkaline phosphatase, intestinal [Bos taurus] | 190,000 tested, under 10 active;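 active = over 50% inhibition of intestinal alkaline phosphatase at 20 µM in the single-dose screen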
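Incubation: 30 min reaction at room temperature / Material: purified bovine intestinal alkaline phosphatase (IAP) enzyme / Input: enzyme at 1/65,000,000 dilution / Dosing: 20 µM single dose / Signal: CDP-star luminescence signal / Reagent: CDP-star chemiluminescent phosphatase substrate, 30 µM final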
TNAP inh noacc: human TNAP enzyme inhibitors, primary screen, biochemical, luminescent, no phosphate acceptor, uHTS; Alkaline phosphatase, tissue-nonspecific isozyme (Homo sapiens), P05186; purified TNAP, CDP-star luminescence, 30 min; inhibition, % at 20 µM; 200,000 tested, 0.26% active; AID 1012, 2008;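 active = tissue-nonspecific alkaline phosphatase inhibition above about 50% at 20 µM in the single-dose screen, limit read from the data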;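 also: 0% = DMSO negative control and 100% = EDTA positive control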
TNAP inh hiacc: human TNAP enzyme inhibitors, primary screen, biochemical, luminescent, high phosphate acceptor level, uHTS | Alkaline phosphatase, tissue-nonspecific isozyme (Homo sapiens), P05186 | purified TNAP, CDP-star luminescence, 1 M DEA | inhibition, % at 20 µM | 200,000 tested, 0.03% active | AID 1135, 2008;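 active = over 50% inhibition of tissue-nonspecific alkaline phosphatase at 20 µM in the single-dose screen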;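 also: plate controls were DMSO wells for no effect and EDTA-quenched wells as full inhibition for full effect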
PMI activator: activators of human PMI, primary screen, biochemical, fluorescence intensity, near-Km mannose 6-phosphate; Mannose-6-phosphate isomerase (Homo sapiens), P34949; purified human PMI, coupled resazurin fluorescence, 20 min; hits give high values; 1 = vehicle control, 0 substrate-free wells; activation factor at 20 µM; 190,000 tested, 0.005% active; AID 1214, 2008;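 active = activation factor of 2 or more at 20 µM, relative to plate controls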
bIAP act: bovine intestinal alkaline phosphatase activators, primary screen, biochemical, bovine IAP, CDP-star luminescence. activation factor at 20 µM. purified bovine IAP, 30 min; hits give high values; fold of DMSO-control signal, blank-subtracted. alkaline phosphatase, intestinal [Bos taurus]. 200,000 tested, 0.17% active;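 active = activation factor of 2 or more at 20 µM, a signal rise over negative controls twice the positive control's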
Diaph inh CS: diaphorase inhibitors and chemical oxidizers, primary screen, counter-screen for diaphorase-coupled primary assays, biochemical, uHTS, resorufin fluorescence; diaphorase resazurin-to-resorufin fluorescence, NADH, 16 min; bacterial (C. kluyveri) enzyme, not human; inhibition, % at 20 µM; 190,000 tested, 0.69% active;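 active = primary screen inhibition at 20 µM above a set limit, cut at about 50% in these data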;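 also: plate controls were DMSO with full reaction for no effect and wells lacking NADH for full effect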
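System: Diaphorase enzyme from Clostridium kluyveri | Amount: Enzyme working solution with 0.14 U/mL diaphorase | Benchmarks: No-NADH positive control and DMSO neutral control | Signal: Fluorescence of resorufin formed from resazurin, Ex 544/Em 590 nm | Schedule: 16-min room-temperature incubation before reading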
Active calls of the source: *.

How did Cc1cc(C)cc(NC(=O)CN2C(=O)NC(C)(c3ccccc3)C2=O)c1 (centres undefined) do in these assays?
TNAP act hiacc: 1.1; PMI act hi M6P: 1; Diaph act CS: 0.9; Lmaj promast: -5; bIAP inh: 2; TNAP inh noacc: -8; TNAP inh hiacc: -7; PMI activator: 1; bIAP act: 1; Diaph inh CS: 10

Results for O=C(NNS(=O)(=O)c1ccc2ccccc2c1)NC1CCCCC1 ?
TNAP act hiacc: 1; PMI act hi M6P: 1.1; Diaph act CS: 0.9; Lmaj promast: -4; bIAP inh: 34; TNAP inh noacc: 1; TNAP inh hiacc: 0; PMI activator: 1; bIAP act: 0.7; Diaph inh CS: 8

How did c1ccc(CCc2ccccc2-c2nc(-c3cccnc3)no2)cc1 do in these assays?
TNAP act hiacc: 1.1; PMI act hi M6P: 0.9; Diaph act CS: 1; Lmaj promast: 3; bIAP inh: 3; TNAP inh noacc: 0; TNAP inh hiacc: -6; PMI activator: 0.9; bIAP act: 1; Diaph inh CS: 5

Results for Cc1[nH]c(=O)[nH]c(=O)c1/C=C/C(=O)OCC(C)C ?
TNAP act hiacc: 1; PMI act hi M6P: 0.9; Diaph act CS: 0.9; Lmaj promast: -3; TNAP inh noacc: 0; TNAP inh hiacc: 0; PMI activator: 0.8; bIAP act: 0.4; Diaph inh CS: 13

How did CCC(=NCc1ccco1)c1c(C(F)(F)F)[nH]n(-c2nc3ccccc3s2)c1=O do in these assays?
TNAP act hiacc: 1; PMI act hi M6P: 1.1; Diaph act CS: 1; Lmaj promast: 5; bIAP inh: 8; TNAP inh noacc: -7; TNAP inh hiacc: 1; PMI activator: 1.1; bIAP act: 0.9; Diaph inh CS: 0

What do the screens show for `CCCCNC(=O)Oc1cccc(N2CCCC2=O)c1`?
TNAP act hiacc: 1; PMI act hi M6P: 1; Diaph act CS: 1; Lmaj promast: 43; bIAP inh: 12; TNAP inh noacc: -3; TNAP inh hiacc: 2; PMI activator: 1; bIAP act: 0.9; Diaph inh CS: -3

What do the screens show for `COc1ccccc1NC(=O)N1CCCC1C(=O)NCc1ccc(F)cc1` (centres undefined)?
TNAP act hiacc: 1; PMI act hi M6P: 0.9; Diaph act CS: 0.9; Lmaj promast: 2; bIAP inh: -5; TNAP inh noacc: -6; TNAP inh hiacc: 1; PMI activator: 1; bIAP act: 1; Diaph inh CS: 14

What do the screens show for `CCN1C(=S)SC(=O)C1=C1C=C(C)N(Cc2ccco2)C(C)=C1`?
TNAP act hiacc: 0.9; PMI act hi M6P: 1.1; Diaph act CS: 1; Lmaj promast: -6; bIAP inh: 19; TNAP inh noacc: 21; TNAP inh hiacc: 14; PMI activator: 1; bIAP act: 0.8; Diaph inh CS: -2

Results for C=CCn1c(SCc2c(C(=O)OC)sc(N)c2C(=O)OC)nnc1-c1ccc(Br)cc1 ?
TNAP act hiacc: 1; PMI act hi M6P: 0.9; Diaph act CS: 0.8; Lmaj promast: 99*; bIAP inh: 3; TNAP inh noacc: -16; TNAP inh hiacc: -1; PMI activator: 0.9; bIAP act: 1; Diaph inh CS: 20

How did O=P(O)(CCc1ccccc1)C(O)c1ccccc1 (centres undefined) do in these assays?
TNAP act hiacc: 1.1; PMI act hi M6P: 1; Diaph act CS: 0.9; Lmaj promast: 0; bIAP inh: 2; TNAP inh noacc: -13; TNAP inh hiacc: -5; PMI activator: 1; bIAP act: 1; Diaph inh CS: 8

How did CCCC(=O)Nc1ccc(C(=O)NCC(=O)OCC)cc1 do in these assays?
TNAP act hiacc: 1; PMI act hi M6P: 1; Diaph act CS: 1; Lmaj promast: -17; bIAP inh: 6; TNAP inh noacc: -8; TNAP inh hiacc: -3; PMI activator: 1; bIAP act: 0.9; Diaph inh CS: -2

What do the screens show for `O=C(N/C(=C/c1ccco1)C(=O)N1CCCCCC1)c1cccs1`?
TNAP act hiacc: 1; PMI act hi M6P: 1; Diaph act CS: 0.8; Lmaj promast: -3; bIAP inh: -5; TNAP inh noacc: -13; TNAP inh hiacc: -4; PMI activator: 0.9; bIAP act: 1; Diaph inh CS: 18

Results for Cc1ccc(C)c(S(=O)(=O)NCc2ccc(C(=O)N3CCCCCC3)cc2)c1 ?
TNAP act hiacc: 1; PMI act hi M6P: 1; Diaph act CS: 1; Lmaj promast: 14; bIAP inh: 8; TNAP inh noacc: -2; TNAP inh hiacc: -2; PMI activator: 1; bIAP act: 0.9; Diaph inh CS: 4

How did O=C(CC1SCCNC1=O)Nc1cc(Cl)cc(Cl)c1 (centres undefined) do in these assays?
TNAP act hiacc: 1; PMI act hi M6P: 1; Diaph act CS: 0.9; Lmaj promast: -4; bIAP inh: 12; TNAP inh noacc: -7; TNAP inh hiacc: 1; PMI activator: 0.9; bIAP act: 0.9; Diaph inh CS: 8

Results for CCN=C(NCC)SC1CC(=O)N(c2ccccc2)C1=O (centres undefined) ?
TNAP act hiacc: 1; PMI act hi M6P: 1; Diaph act CS: 0.8; Lmaj promast: -9; bIAP inh: 0; TNAP inh noacc: -10; TNAP inh hiacc: -4; PMI activator: 1.1; bIAP act: 1; Diaph inh CS: 17

Results for CCC(=O)NCCNc1nc2cc(C)c(C)cc2cc1C#N ?
TNAP act hiacc: 1.1; PMI act hi M6P: 0.8; Diaph act CS: 0.8; Lmaj promast: 2; bIAP inh: -5; TNAP inh noacc: -16; TNAP inh hiacc: -6; PMI activator: 0.9; bIAP act: 1.1; Diaph inh CS: 21

How did Cc1cc(C)cc(N=Cc2ccc([N+](=O)[O-])s2)c1 do in these assays?
TNAP act hiacc: 1; PMI act hi M6P: 0.6; Diaph act CS: 0.8; Lmaj promast: 100*; bIAP inh: -29; TNAP inh noacc: -1; TNAP inh hiacc: 0; PMI activator: 0.8; bIAP act: 1.3; Diaph inh CS: 20

How did O=C(CSc1ncccn1)N/N=C/c1cccs1 do in these assays?
TNAP act hiacc: 1; PMI act hi M6P: 1; Diaph act CS: 0.9; Lmaj promast: -3; bIAP inh: 2; TNAP inh noacc: 7; TNAP inh hiacc: 2; PMI activator: 1.1; bIAP act: 1; Diaph inh CS: 5

How did O=c1oc2ccccc2cc1C1=Nn2c(nnc2-c2cccnc2)SC1 do in these assays?
TNAP act hiacc: 1; PMI act hi M6P: 1.1; Diaph act CS: 0.9; Lmaj promast: 9; bIAP inh: 13; TNAP inh noacc: 7; TNAP inh hiacc: 4; PMI activator: 1.2; bIAP act: 0.9; Diaph inh CS: 14

Results for CCOC(=O)NC(=O)/C(C#N)=C\NNc1ncc(C(F)(F)F)cc1Cl ?
TNAP act hiacc: 1; PMI act hi M6P: 1; Diaph act CS: 1; Lmaj promast: 4; bIAP inh: -10; TNAP inh noacc: -3; TNAP inh hiacc: -3; PMI activator: 1; bIAP act: 1.1; Diaph inh CS: 5

Three entries out of the list, sorted by molar mass, descending:
Results for CCOC(=O)NC(=O)/C(C#N)=C\NNc1ncc(C(F)(F)F)cc1Cl ?
TNAP act hiacc: 1; PMI act hi M6P: 1; Diaph act CS: 1; Lmaj promast: 4; bIAP inh: -10; TNAP inh noacc: -3; TNAP inh hiacc: -3; PMI activator: 1; bIAP act: 1.1; Diaph inh CS: 5

Results for O=C(NNS(=O)(=O)c1ccc2ccccc2c1)NC1CCCCC1 ?
TNAP act hiacc: 1; PMI act hi M6P: 1.1; Diaph act CS: 0.9; Lmaj promast: -4; bIAP inh: 34; TNAP inh noacc: 1; TNAP inh hiacc: 0; PMI activator: 1; bIAP act: 0.7; Diaph inh CS: 8

How did O=P(O)(CCc1ccccc1)C(O)c1ccccc1 (centres undefined) do in these assays?
TNAP act hiacc: 1.1; PMI act hi M6P: 1; Diaph act CS: 0.9; Lmaj promast: 0; bIAP inh: 2; TNAP inh noacc: -13; TNAP inh hiacc: -5; PMI activator: 1; bIAP act: 1; Diaph inh CS: 8

Continued.
Results for COC(=O)C1CCN(C(=O)C2CCCCC2)CC1 ?
TNAP act hiacc: 1; PMI act hi M6P: 1; Diaph act CS: 0.9; Lmaj promast: -8; bIAP inh: -2; TNAP inh noacc: 1; TNAP inh hiacc: 0; PMI activator: 0.9; bIAP act: 1; Diaph inh CS: 10

Results for COC(=O)c1oc2ccccc2c1NC(=O)CN1CCCC1 ?
TNAP act hiacc: 1; PMI act hi M6P: 0.9; Diaph act CS: 1; Lmaj promast: -7; bIAP inh: 7; TNAP inh noacc: -2; TNAP inh hiacc: -4; PMI activator: 1; bIAP act: 0.9; Diaph inh CS: -1

How did O=C(Nc1ccc(N2CCCC2)c(Cl)c1)c1cccc(-c2cc3ccccc3oc2=O)c1 do in these assays?
TNAP act hiacc: 1; PMI act hi M6P: 0.9; Diaph act CS: 0.9; Lmaj promast: 6; bIAP inh: 10; TNAP inh noacc: -9; TNAP inh hiacc: -5; PMI activator: 0.9; bIAP act: 0.9; Diaph inh CS: 14

Results for COC(=O)c1ccc(NC(=O)CSc2nc3ccccc3c(=O)[nH]2)cc1 ?
TNAP act hiacc: 1.1; PMI act hi M6P: 0.9; Diaph act CS: 0.9; Lmaj promast: 14; bIAP inh: 12; TNAP inh noacc: -1; TNAP inh hiacc: -10; PMI activator: 1; bIAP act: 0.9; Diaph inh CS: 10

How did COc1ccccc1C(CNC(=O)c1ccc(S(=O)(=O)NCc2ccco2)cc1)N(C)C (centres undefined) do in these assays?
TNAP act hiacc: 1; PMI act hi M6P: 1; Diaph act CS: 1; Lmaj promast: 51*; bIAP inh: -4; TNAP inh noacc: -4; TNAP inh hiacc: -1; PMI activator: 1.1; bIAP act: 1; Diaph inh CS: 0

How did CC(=O)Nc1ccc(Oc2cc(NC(C)=O)cc([N+](=O)[O-])c2)cc1 do in these assays?
TNAP act hiacc: 1.1; PMI act hi M6P: 1; Diaph act CS: 1; Lmaj promast: 27; bIAP inh: -22; TNAP inh noacc: -15; TNAP inh hiacc: -8; PMI activator: 1; bIAP act: 1.2; Diaph inh CS: 0
